Bioassay records as filed in PubChem BioAssay.
MKP-3 inhibition: MKP-3 phosphatase inhibitors, primary screen, biochemical, rat enzyme, in vitro (AID 425); inhibition, % at 20 µM; hits with a dose series show IC50 in µM; recombinant MKP-3 phosphatase activity, fluorescence; higher % means a stronger effect; 110,000 tested, 0.17% active; Dual specificity protein phosphatase 6 (Rattus norvegicus); in the data active means inhibition above about 50%;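 further: plate controls were vehicle for no effect and reference inhibitor for full effect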
Hsp70 inhibitors: Hsp70 inhibitors, probe displacement, primary screen, biochemical, fluorescence polarization (AID 583); Heat shock 70 kDa protein 1A (Homo sapiens); Hsp70 fluorescence polarization probe displacement, mP; higher % means a stronger effect; displacement, % at 20 µM; hits with a dose series show IC50 in µM; 140,000 tested, 0.06% active; in the data active means displacement above about 50%;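 further: plate controls were vehicle for no effect and reference ligand for full effect; a part of the inactive calls stands beside numbers as strong as those of hits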
Starred values were filed as active, the others as inactive; . = not tested or not shown; & = joins results of further samples.

Results follow in this order: MKP-3 inhibition	Hsp70 inhibitors
1) O=C(NC(NC(=S)Nc1ccc(I)cc1)C(Cl)(Cl)Cl)c1cccc([N+](=O)[O-])c1 (stereo not drawn)
    7%	0.5%
2) COC(=O)c1ccccc1NC(=O)CN1CCC(NC(=O)c2ccc(C)cc2)CC1
    0%	-3.6%
3) Cn1c(SCC(=O)N2CCCc3ccccc32)nnc1-c1ccccc1
    -6%	-1.0%
4) CC1=NN(c2ccccc2)C(=O)/C1=C\C=C\c1cccc([N+](=O)[O-])c1
    2%	-0.9%
5) COc1cc2ccc(=O)oc2c(O)c1OCC=C(C)C
    1%	11%
6) COc1ccc(C)cc1NC(=O)CN(C)S(=O)(=O)c1cccs1
    -2%	.
7) CCCc1ccc(-c2cc(N)n[nH]2)cc1
    .	14%
8) Cn1nc(OC(=O)Nc2ccc(Cl)cc2)cc1C(F)(F)F
    .	4.7%
9) CCOC(=O)c1ccccc1NC1CC(=O)N(c2ccccc2C)C1=O (stereo not drawn)
    1%	0.5%
10) CCOCCOC(=O)c1cccc(NC(=O)OCC)c1
    3%&2%	2.8%&3.7%
11) O=C(Nc1ccc(O)c(-c2nc3ccccc3s2)c1)c1cccc(Cl)c1Cl
    5%	-3.9%
12) O=C1OC(Nc2ccc(F)cc2F)c2ccccc21 (stereo not drawn)
    -4%	-0.8%
13) CC(Oc1cccc(Cl)c1)C(=O)N1CCN(c2ccc(Cl)cc2)CC1 (stereo not drawn)
    6%	-2.6%
14) CN1CCN(CCCN2c3ccccc3Sc3ccc(Cl)cc32)CC1
    25%	32%
15) CCc1ccc(-n2c(C)cc(/C=N/NC(=O)c3cccnc3)c2C)cc1
    6%	-1.2%
16) CC(Oc1ccccc1)C(=O)Nc1ccc(C(N)=O)cc1 (stereo not drawn)
    -13%&0%	-2.1%&3.8%
17) O=C(NCC1CCCO1)Nc1cccc(Cl)c1 (stereo not drawn)
    -11%&1%	7.5%&1.7%
18) CCC1=Nc2cc(C(=O)NCCCOC(C)C)ccc2Sc2ccccc21
    .	-4.1%
19) COc1cccc(C(=O)N(Cc2ccc3c(c2)OCO3)Cc2nc3ccccc3c(=O)[nH]2)c1
    2%	3.8%
20) COc1cccc(C(=O)Nc2ccc(I)cc2C)c1
    -12%	1.3%

Three compounds already listed, sorted by molecular weight, ascending:
Results follow in this order: MKP-3 inhibition	Hsp70 inhibitors
16) CC(Oc1ccccc1)C(=O)Nc1ccc(C(N)=O)cc1 (stereo not drawn)
    -13%&0%	-2.1%&3.8%
6) COc1ccc(C)cc1NC(=O)CN(C)S(=O)(=O)c1cccs1
    -2%	.
3) Cn1c(SCC(=O)N2CCCc3ccccc32)nnc1-c1ccccc1
    -6%	-1.0%

The list goes on:
Results follow in this order: MKP-3 inhibition	Hsp70 inhibitors
21) CCCn1c(=O)c(C(=O)Nc2cccc(C)n2)c(O)c2ccccc21
    -1%	-1.8%
22) N/C(=N\c1nc2ccccc2o1)NC(=O)c1ccccc1
    1%	0.1%&-1.0%
23) O=C(CS(=O)(=O)Cc1ccccc1)N1CCc2ccccc21
    -12%	4.2%
24) COc1ccc(C(OC(=O)c2ccco2)C(=O)NC2CCCCC2)cc1OC (stereo not drawn)
    -9%	1.2%
25) COc1cccc(OC)c1C(=O)Nc1ccc(Cl)c(C(N)=O)c1
    -1%	8.5%
26) Cc1ccc(C(=O)Nn2c(N)c(S(=O)(=O)c3ccc(C)cc3)c3nc4ccccc4nc32)cc1
    .	4.0%
27) CCCc1nnc(SCC(=O)N2CCCCC2C)n1CC1CCCO1 (stereo not drawn)
    .	-0.7%
28) CCCNCC(O)COc1ccccc1C(=O)CCc1ccccc1 (stereo not drawn)
    1%	-2.2%
29) CCOc1ccc(/C=C2/C(=O)N(c3ccc(OC)cc3)C(=S)N2CC(=O)OC)cc1OCC
    .	-60%
30) CNC(=O)CCCc1nc(-c2ccccc2Cl)no1
    .	-5.8%
31) CC(=O)OC(Cn1ccnc1)c1ccccc1 (stereo not drawn)
    -12%	1.2%
32) COc1ccc(NC(=O)Nc2ccccc2C)c(OC)c1
    -1%	4.7%
33) COC(=O)C1=C(C)NC(C)=C(C(=O)OC)C1c1ccc(Br)cc1
    4%	4.7%
34) N/C(Cc1cccs1)=N\OC(=O)COc1ccccc1Cl
    .	-2.4%
35) Cc1ccc(-c2nc(CS(=O)CC(=O)NCCN(CC(C)C)CC(C)C)c(C)o2)cc1 (stereo not drawn)
    5%	-7.3%
36) O=c1oc2ccc([N+](=O)[O-])cc2cc1-c1nc2ccccc2o1
    0%	2.4%
37) CCOC(=O)c1cnn(-c2nc(C)nc3sc4c(c23)CCC4)c1N
    -2%	6.4%
38) Cc1c(N=C2C(=O)Nc3ccccc32)c(=O)n(-c2ccccc2)n1C
    -2%	-1.2%
39) CC(=O)C1C(c2ccccc2F)c2c(n[nH]c2C)CC1(C)O (stereo not drawn)
    4%	-2.0%
40) CCCN1C2=C(C(=O)CCC2)C(c2ccc(O)c(Br)c2)C2=C1CCCC2=O
    -8%	11%
41) CCCc1nc(SCC(=O)N2CCC(Cc3ccccc3)CC2)c2c(=O)n(C)c(=O)n(C)c2n1
    -10%	2.3%
42) CCOC(=O)Nc1ccc2c(c1)N(C(=O)NC)c1ccccc1CC2
    1%	-1.0%
43) CC1=CC(C)(C)N=C(NC#N)N1
    -8%	-3.0%
44) COc1cc(OC)cc(C(=O)Nc2nc3ccccc3[nH]2)c1
    .	2.0%
45) COc1ccc(CC(=O)OCc2cc3ccccc3[nH]c2=O)cc1
    -14%	4.3%
46) CCOC(=O)c1[nH]c(C)c(C(=O)NC)c1C
    -4%	-1.8%
47) COc1ccc2oc(=O)c(-c3csc(/N=C/c4ccccc4O)n3)cc2c1
    0%	6.0%
48) CCCOc1ccc(CSC(CC(=O)O)C(=O)O)cc1 (stereo not drawn)
    1%	-0.6%
49) CC1=CC(C)(C)NC(=S)N1c1ccc2ccccc2c1
    0%	-1.5%&-4.1%
50) CC1(C)Oc2ccc3ccc(=O)oc3c2/C(=C/NC2CCCCC2)C1=O
    .	14%
51) S=C(Nc1ccccc1)Nc1ccc(-c2ccc(NC(=S)Nc3ccccc3)cc2)cc1
    3%	1.1%
52) CC(=O)Oc1ccc(CCC(C)OC(C)=O)cc1 (stereo not drawn)
    -9%	2.8%
53) CCN(CC)C(=O)c1ccc(O)c(OC)c1
    -3%	1.1%
54) COc1ccc(Cl)cc1N(C)C(=O)CCNC(=O)Cn1cnc2ccccc2c1=O
    1%	3.7%
55) COc1cc(/C=C2\SC(=S)N(Nc3ccccc3)C2=O)cc(OC)c1OC
    3%	1.1%
56) COc1ccc(/C=C/C(=O)c2ccc(Cl)cc2)cc1OC
    8%	1.3%
57) Cc1cccc(/C(N)=N/OC(=O)c2ccc(Br)cc2)c1
    0%	2.0%
58) Cc1ccnc(NC(=O)CCc2c(C)nc3ncnn3c2C)c1
    8%	-0.9%
59) COc1cc(S(=O)(=O)NC2CCCC2)ccc1Cl
    -8%	7.5%
60) Cc1cccc(OCc2nnc(SCC(=O)Nc3sc(C)c(C)c3C#N)n2C)c1
    -9%	14%
61) COc1cc(C)c(N)cc1C(C)C
    -3%	2.5%
62) CCN(CC)S(=O)(=O)c1ccc(NC(=O)c2ccco2)cc1
    -1%	0.2%
63) c1ccc(-c2nnc(N3CCOCC3)nc2-c2ccccc2)cc1
    -9%	-0.3%
64) OCc1cc(CO)c(O)c(CCc2ccccc2)n1
    -6%	-0.5%
65) O=C1c2ccccc2C(Nc2cccc(C(F)(F)F)c2)N1Cc1ccco1 (stereo not drawn)
    -1%	2.2%
66) CS(=O)(=O)N(CC(=O)Nc1cccc(C(F)(F)F)c1)c1ccc(Cl)cc1
    1%	2.6%
67) Cc1cc(OC(C)C)c2c(-c3ccccc3)cc(=O)oc2c1
    2%	2.3%&-0.2%
68) CCC(Sc1ncnc2c1nnn2-c1ccc(F)cc1)C(=O)OC (stereo not drawn)
    7%	8.1%
69) Cc1cccc(-n2cnc(C(=O)N/N=C/c3ccccc3)c2)n1
    .	-0.8%
70) CCOc1cc(/C=C2/SC(=S)N(C)C2=O)ccc1OC(=O)c1ccc(F)cc1
    0%	3.6%
71) O=C(Nc1cccc([N+](=O)[O-])c1)c1ccccc1C(F)(F)F
    -2%	1.2%
72) CC(=O)c1ccccc1OC(=O)c1ccco1
    0%	-0.2%
73) Cc1nn(C(=O)c2ccc3c(c2)OCO3)c(N)c1-c1ccccc1
    2%	3.5%
74) Cc1ccc2oc(-c3cccc(NC(=S)NC(=O)c4ccco4)c3C)nc2c1
    2%	-0.8%
75) CC1=C(C(=O)OCc2ccc(C)cc2)C(c2ccc(O)cc2)NC(=O)N1 (stereo not drawn)
    1%	3.3%
76) COc1ccc(CC(=O)N2N=C(C)CC2(O)c2ccc(Cl)cc2)cc1OC (stereo not drawn)
    2%	1.4%
77) CCCCNCCCCCOc1ccc(C)c(C)c1
    -1%	2.1%
78) CCOC(=O)c1sc2nc3n(c(=O)c2c1C)CCCCC3
    -1%	9.0%
79) COc1cccc(CNC(=O)C2CCN(S(=O)(=O)c3ccc4c(c3)CCC(=O)N4)CC2)c1
    1%	2.5%
80) O=S(=O)(c1ccc(NC2CCCc3ccccc32)nc1)N1CCOCC1 (stereo not drawn)
    -12%	-8.7%

14 neighbouring records from above, quoted:
Results follow in this order: MKP-3 inhibition	Hsp70 inhibitors
31) CC(=O)OC(Cn1ccnc1)c1ccccc1 (stereo not drawn)
    -12%	1.2%
32) COc1ccc(NC(=O)Nc2ccccc2C)c(OC)c1
    -1%	4.7%
33) COC(=O)C1=C(C)NC(C)=C(C(=O)OC)C1c1ccc(Br)cc1
    4%	4.7%
34) N/C(Cc1cccs1)=N\OC(=O)COc1ccccc1Cl
    .	-2.4%
35) Cc1ccc(-c2nc(CS(=O)CC(=O)NCCN(CC(C)C)CC(C)C)c(C)o2)cc1 (stereo not drawn)
    5%	-7.3%
36) O=c1oc2ccc([N+](=O)[O-])cc2cc1-c1nc2ccccc2o1
    0%	2.4%
37) CCOC(=O)c1cnn(-c2nc(C)nc3sc4c(c23)CCC4)c1N
    -2%	6.4%
38) Cc1c(N=C2C(=O)Nc3ccccc32)c(=O)n(-c2ccccc2)n1C
    -2%	-1.2%
39) CC(=O)C1C(c2ccccc2F)c2c(n[nH]c2C)CC1(C)O (stereo not drawn)
    4%	-2.0%
40) CCCN1C2=C(C(=O)CCC2)C(c2ccc(O)c(Br)c2)C2=C1CCCC2=O
    -8%	11%
41) CCCc1nc(SCC(=O)N2CCC(Cc3ccccc3)CC2)c2c(=O)n(C)c(=O)n(C)c2n1
    -10%	2.3%
42) CCOC(=O)Nc1ccc2c(c1)N(C(=O)NC)c1ccccc1CC2
    1%	-1.0%
43) CC1=CC(C)(C)N=C(NC#N)N1
    -8%	-3.0%
44) COc1cc(OC)cc(C(=O)Nc2nc3ccccc3[nH]2)c1
    .	2.0%

Remaining list, next part.
Results follow in this order: MKP-3 inhibition	Hsp70 inhibitors
81) Cc1noc(C)c1COc1ccc(C(=O)OCC(=O)N2c3ccccc3NC(=O)C2(C)C)cc1
    .	6.2%
82) CC(=O)C(C(C)=O)c1cc(NS(=O)(=O)c2ccc(C)cc2)c2ccccc2c1O
    1%	-0.8%
83) O=S(=O)(Nc1ccccc1)c1ccc(F)cc1
    .	0.0%
84) CCc1ccc(NC(=O)C(C)Nc2ccc(S(=O)(=O)NC(C)=O)cc2)cc1 (stereo not drawn)
    0%	7.9%
85) CCOC(=O)c1c(-c2cccs2)csc1NC(=O)C(C)(C)C
    .	0.4%
86) O=C(CSc1nc2c(sc3ccccc32)c(=O)n1Cc1ccccc1)NCC1CCCO1 (stereo not drawn)
    .	0.2%
87) CCOC(=O)C1=NN(c2cccc(Cl)c2)C2=NC(C)=C(C(=O)OC)C(c3cccs3)N12 (stereo not drawn)
    .	-1.4%
88) COc1ccc(C(=O)CC(Nc2ccc([N+](=O)[O-])cc2)c2ccc(OC)cc2)cc1 (stereo not drawn)
    2%	-3.5%
89) Cc1cccc(/C(N)=N/OC(=O)COc2ccc(Br)cc2)c1
    2%	1.3%
90) CC(C)Cc1nc(N2CCN(C(=O)C(C)C)CC2)c(C#N)c2c1CCC2
    1%	0.4%
91) c1ccc2c(c1)CC(N1CCCCC1)c1ccccc1N2 (stereo not drawn)
    -4%	6.9%
92) COc1ccc(S(=O)(=O)Cc2ccc(C(=O)N3CCN(C(=O)c4ccco4)CC3)o2)cc1
    0%	-6.5%
93) CCOc1ccc2nc(NC(=O)COc3ccccc3C)sc2c1
    2%	-1.1%
94) CC12CCC(c3c(C(=O)O)nn(-c4ccc(F)cc4)c31)C2(C)C (stereo not drawn)
    .	1.6%
95) O=C(O)c1ccc(S(=O)(=O)c2ccc3c4c(cccc24)C(=O)N(c2cccc(O)c2)C3=O)cc1
    5%	9.1%
96) Cc1cccc2nc(CSc3ccccc3N)cn12
    .	0.4%
97) CC1=NN(c2ccc(S(N)(=O)=O)cc2)C(=O)/C1=C\c1ccc(OCc2ccccc2)cc1
    0%	8.4%
98) Cc1nc2nc(COc3ccccc3)[nH]n2c(=O)c1Cc1ccccc1
    -6%	5.0%
99) Cc1ccc(C(C(=O)NC(C)(C)C)N(Cc2ccco2)C(=O)CCC(=O)Nc2nccs2)cc1 (stereo not drawn)
    .	-2.9%
100) COC(=O)c1cccc(Nc2ncnc3ccc(C)cc23)c1
    .	1.9%
101) Cc1nc2ncnn2c(Nc2ccc3c(c2)OCO3)c1Cc1ccccc1
    -8%	-1.8%
102) CCOC(=O)c1c(N)c(C#N)cn1-c1ccccc1
    -7%	-4.9%
103) O=C1c2ccc(-c3nc4ccccc4c(=O)o3)cc2C(=O)N1c1c[nH]c(=O)[nH]c1=O
    -2%	3.7%
104) COC(=O)CC1SC(=O)NC1=Nc1cccc(C)c1 (stereo not drawn)
    .	1.0%
105) Cc1ccc(S(=O)(=O)c2cc3c(=O)n4cc(C)ccc4nc3n(CC3CCCO3)c2=N)cc1 (stereo not drawn)
    -7%	-1.0%

An excerpt (hit frequency here may not be typical).
